Source: PubChem (National Center for Advancing Translational Sciences (NCATS))
ERG Ets-DNA blk – inhibitors of human ERG Ets domain-DNA interaction; Potency, µM (doses to about 76.9 µM), inactives show at the top dose FP activity, negative = inhibition, actives largely listed as inhibitors; fluorescence polarization, His-ERG Ets domain / labelled DNA; 0.028% of 370,000 active; P11308; active = well fitted inhibition curve with a large enough effect in the polarisation, with a control signal flat; inconclusive = small, poorly fitted or top-dose-only effect, or effect the other way, or a change in a side signal; inactive = no such curve, though single readings can be large or run the other way; the % refers to the polarisation;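 also: polarization taken with two DNA probes labelled with fluorescein and Texas red; potency is read from the fitted curve at half-maximal effect; % of control where 0% means no effect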
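His-tagged ERG Ets domain (1 uM in the protein solution; 300mM KCl, 50mM Tris-HCl, 1mM EDTA, 1mM DTT, pH 7.5) received compound, then a probe mix of 5 nM fluorescein-DNA and 100nM Texas-615-DNA. Fluorescence polarization was read for both dyes.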
LDHA block – inhibitors of human lactate dehydrogenase A. purified LDHA, NADH/diaphorase-resazurin fluorescence; active compounds read low. activity change, % (values are at about 110 or 230 µM). 0.15% of 480,000 active; in the data active = activity change below about -30%; inconclusive = mostly about -25% to -30%;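 also: plate controls were DMSO wells for no effect and wells without enzyme for full effect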
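LDH5 2 nM; NADH 0.06 mM, pyruvate 0.2 mM; 200 mM Tris pH 7.4, EDTA, Tween-20; 5 min RT. Detection: diaphorase 0.133 mg/mL + resazurin 37 µM, fluorescence ex540/em590 at 0 and 20 min; normalized to enzyme-free and DMSO wells.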
ALOX12 inh – inhibitors of human 12S-lipoxygenase ALOX12; AID 1671190; Potency, µM (doses to about 108 µM), for inactives: top-dose activity change, negative = inhibition, usual class: inhibitors; 1.1% of 580,000 active; purified 12hLO, xylenol orange hydroperoxide absorbance; P18054; also: potency is read from the fitted curve at half-maximal effect; % is scaled to controls: 0 for no effect and ±100 for the full control effect
Target sequence (P18054 whole entry, looked up): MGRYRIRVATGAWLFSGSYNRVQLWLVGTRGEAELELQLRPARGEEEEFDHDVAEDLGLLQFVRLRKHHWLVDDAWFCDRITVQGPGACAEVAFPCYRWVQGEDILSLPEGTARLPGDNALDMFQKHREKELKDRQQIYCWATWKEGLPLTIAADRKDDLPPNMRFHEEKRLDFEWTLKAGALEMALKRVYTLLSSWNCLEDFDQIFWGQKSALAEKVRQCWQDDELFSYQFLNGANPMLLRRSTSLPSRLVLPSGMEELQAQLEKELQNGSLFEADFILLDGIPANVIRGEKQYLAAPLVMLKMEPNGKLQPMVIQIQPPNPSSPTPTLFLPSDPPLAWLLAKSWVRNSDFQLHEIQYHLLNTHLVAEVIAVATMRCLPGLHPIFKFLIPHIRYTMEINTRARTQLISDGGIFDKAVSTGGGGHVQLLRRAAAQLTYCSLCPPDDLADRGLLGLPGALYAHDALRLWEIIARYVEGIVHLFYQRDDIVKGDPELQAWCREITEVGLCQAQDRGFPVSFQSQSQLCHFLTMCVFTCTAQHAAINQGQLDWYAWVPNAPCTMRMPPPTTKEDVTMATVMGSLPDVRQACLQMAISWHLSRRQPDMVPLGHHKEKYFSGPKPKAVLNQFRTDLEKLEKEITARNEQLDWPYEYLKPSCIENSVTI
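Purified human 12hLO (150 nM final) in 25 mM Hepes, 0.01% Triton X-100, pH 7.0 was preincubated 15 min at room temperature with compound. Then 40 uM arachidonic acid was added, 30 min. Hydroperoxide was read by Fe-XO absorbance ratio 573/405 nm.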
Pol eta inh – inhibitors of human DNA polymerase eta; Q9Y253; recombinant Pol eta, fluorescent DNA replication assay; Potency, µM (titrated, usually from 114 µM), for inactives: top-dose activity change, negative = inhibition, most hits filed as inhibitors; 1.2% of 390,000 active; AID 588591; also: potency is read from the fitted curve at half-maximal effect; % is scaled to controls: 0 for no effect and ±100 for the full control effect
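Pol eta at 10 nM preincubated with compounds 15 min at room temperature; reaction started with fluorescent substrate (50 nM final) and read kinetically at 0 and 10 min.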
RGS4 inhibitor – blocks human RGS4-accelerated GTP hydrolysis | P49798 | Transcreener GDP fluorescence polarization, RGS4-accelerated GTP hydrolysis | Potency, µM (highest dose often 114 µM), without a hit: top-dose activity change, negative = inhibition, actives largely listed as inhibitors | 0.039% of 390,000 active | AID 504845; also: potency is read from the fitted curve at half-maximal effect; % is scaled to controls: 0 for no effect and ±100 for the full control effect; nearly all actives have a fitted effect of over 75% in size; some results filed as inactive show a strong effect at the top dose
Target sequence (P49798 whole entry, looked up): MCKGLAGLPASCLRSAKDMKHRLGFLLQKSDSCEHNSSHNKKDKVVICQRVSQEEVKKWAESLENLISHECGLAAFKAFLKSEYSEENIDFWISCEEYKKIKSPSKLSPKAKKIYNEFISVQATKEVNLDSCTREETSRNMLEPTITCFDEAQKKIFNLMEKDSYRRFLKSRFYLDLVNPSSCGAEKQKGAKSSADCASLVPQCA
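MLSMR compounds (23 nl, pin-transferred) preincubated 10 min at room temperature with a 500nM (2x) first reagent, then RGS4 at 900nM (2x) plus Transcreener GDP mix added; fluorescence polarization (620/688 nm) read before and after 90 min at 30 °C.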
POLK inh – inhibitors of human DNA polymerase kappa; purified Pol kappa, fluorescent DNA synthesis assay, 10 min; 0.53% of 400,000 active; AID 588579; Potency, µM (titrated, usually from 107 µM), inactives show at the highest dose activity, negative = inhibition, actives largely listed as inhibitors; Q9UBT6; also: potency is read from the fitted curve at half-maximal effect; % is scaled to controls: 0 for no effect and ±100 for the full control effect
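Enzyme at 10 nM met test compounds for 15 min at room temperature. Substrate addition (50 nM final) began the reaction, which was monitored by fluorescence at 0 and 10 min.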
Apoferritin bind – binds horse apoferritin like a general anesthetic. Potency, µM (top dose mostly 77.5 µM), inactives show top-dose activity change, negative = displacement, actives largely listed as inhibitors. P02791. apoferritin/1-aminoanthracene competitive binding, fluorescence. AID 485281. 0.074% of 350,000 active; also: potency is read from the fitted curve at half-maximal effect; % is scaled to controls: 0 for no effect and ±100 for the full control effect; nearly all actives have a fitted effect of over 20% in size
Target sequence (P02791 2-175 limits assumed): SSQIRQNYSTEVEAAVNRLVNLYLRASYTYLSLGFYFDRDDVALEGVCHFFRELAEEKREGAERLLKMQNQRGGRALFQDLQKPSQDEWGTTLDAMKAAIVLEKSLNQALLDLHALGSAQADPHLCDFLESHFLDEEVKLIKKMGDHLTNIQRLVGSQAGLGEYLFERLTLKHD
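Read-out: endpoint 1-AMA fluorescence, excitation 380 nm and emission 535 nm, after compounds sit 10 min at room temperature with 10 uM horse-spleen apoferritin in 50% saturated 1-AMA/PBS. Values come from four-parameter Hill fits.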
POLB inh – DNA polymerase beta (human) inhibition. P06746. Pol beta primer extension/strand displacement, fluorescence kinetic. Potency, µM (highest dose often 114 µM), inactives show top-dose activity change, negative = inhibition, most hits filed as inhibitors. 1.3% of 340,000 active; also: potency is read from the fitted curve at half-maximal effect; % is scaled to controls: 0 for no effect and ±100 for the full control effect
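Kinetic readout of DNA synthesis with strand displacement by Pol beta. Compound and 10 nM enzyme sit 15 min at room temperature; 50 nM substrate starts the reaction, read immediately and at 10 min.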
APE1 inh – blocks human APE1 abasic DNA cleavage | Potency, µM (highest dose often 65.8 µM), for inactives: at the top dose activity change, negative = inhibition, most hits filed as inhibitors | 0.35% of 350,000 active | recombinant APE1, TAMRA/BHQ-2 abasic DNA cleavage fluorescence;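 also: potency is read from the fitted curve at half-maximal effect; plate controls were vehicle for no effect and reference inhibitor for full effect; nearly all actives have a fitted effect of over 55% in size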
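Step 1: APE1 (0.75 nM) with compound, 15 min RT. Step 2: add 50 nM fluorophore/quencher THF duplex. Step 3: three fluorescence reads 60 s apart (525/598 nm); read 3 minus read 1 = reaction progress.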
* marks the source's active call; other numbers are inactive results; ? = inconclusive; . = not tested or not shown; [ ] = another dose, or the depositor's remark. Unless noted, calls follow the shape of the dose curve; as a rule, active = well fitted curve in the direction sought with a large enough effect; inconclusive = small, poorly fitted or top-dose-only effect, or another doubt; inactive = no such curve, though single readings can be large; an effect the other way counts as inactive or inconclusive. An excerpt, so the mix of outcomes need not match the whole.

Order of values: ERG Ets-DNA blk, LDHA block, ALOX12 inh, Pol eta inh, RGS4 inhibitor, POLK inh, Apoferritin bind, POLB inh, APE1 inh
1: CC(NC(=O)COC(=O)COc1cccc2c1OC(C)(C)C2)c1ccccc1 (centres undefined)
    2.4%, -8.7, -5.2%, -5.3%, 10.5%, -3.2%, -8.3%, 13.8%, 14.8%
2: CSc1ncccc1C(=O)Nc1ccc(S(=O)(=O)Nc2nccs2)cc1
    1.5%, -3.1, ?, -6.3%, -32.9%, 1.0%, -9.5%, 13.3%, 3.4%
3: COc1c2c(nc3occc13)C(CCC(C)(C)O)(OC)C(O)CC2 (centres undefined)
    6.2%, 7.9, 13.7%, 4.6%, 2.7%, -16.2%, -7.3%, 39.2%, 6.5%
4: CN(C)c1cccc(C(=O)Nc2nnc(Cc3ccccc3)s2)c1
    8.6%, 2.3, ?, -17.9%, 1.8%, -4.7%, 6.4%, 0.1%, 52.7%[activator]
5: COc1cc(-n2c(C)nc3cc(C(=O)O)ccc32)cc(OC)c1OC
    1.5%, 0.3, 10.6%, -16.9%, 10.2%, 4.9%, 2.5%, 36.9%, -2.5%
6: CCC(C)[C@H](NC(=O)Nc1ccc(S(N)(=O)=O)cc1)C(=O)OC (some centres undefined)
    -3.5%, -10.8, 2.7%, -10.8%, 21.1%, -15.1%, -1.9%, 2.3%, -2.5%
7: CC1CCCN(CC(=O)Nc2ccc(S(=O)(=O)N3CCCCCC3)cc2)C1 (centres undefined)
    -0.8%, 2.6, -11.2%, -14.7%, 13.8%, -19.7%, -17.0%, ?, -6.2%
8: COc1ccc(N2CCN(C(=O)CSc3nnc4nc(C)cc(C)n34)CC2)cc1
    -11.6%, 10.9, -0.3%, -3.8%, 32.6%, -3.8%, ., ., .
9: COc1ccc(-c2onc3ccc(Cl)cc23)cc1
    -1.3%, -1.0, ?, -15.9%, -18.5%, -8.6%, -8.3%, 26.6%, -3.8%
10: Cc1nn2c3cc(N4CCOCC4)ccc3nc2c2ccccc12
    8.2%, 15.9, -14.8%, ?, -16.5%[11.4 µM], -17.6%, ., ., .
11: Cc1ccc(NC(=O)N2CCC(NC(=O)c3cccc(C)c3)CC2)cc1
    -2.1%, -10.0, ?, 12.5%, 4.0%, -24.8%, 1.0%, -12.6%, -23.1%
12: Cc1cccc(NC(=O)c2sccc2-n2cccc2)c1C
    2.7%, 6.0, -21.3%, -1.2%, -12.3%, -0.9%, ?, -1.7%, -4.0%
13: CCC(NC(=O)CSc1nnnn1C1CC1)c1ccc(Br)cc1 (centres undefined)
    -1.8%, -5.9, -9.1%, -10.0%, 11.3%, -5.5%, ., ., 35.6%
14: CC(=O)c1cccc(NC(=O)NC2CC(=O)N(c3ccc4c(c3)OCCO4)C2)c1 (centres undefined)
    6.3%, -0.9, 10.5%, -15.9%, 1.6%, -2.7%, ., ., 6.0%
15: CCCCCNC(=O)c1ccc2c(=O)n(CCOC)c(=O)[nH]c2c1
    8.8%, -1.1, 0.0%, -17.3%, 20.6%[11.4 µM], -2.7%, -10.1%, -1.0%, 1.1%
16: Cc1ccsc1C(=O)NCCc1nnc2ccccn12
    14.7%, -2.0, 20.4%, -17.2%, -10.9%, -0.2%, 11.4%, 5.7%, 7.5%
17: O=C(CN1CCC(NC(=O)c2ccccc2Cl)CC1)NCc1ccco1
    -3.3%, -1.6, -12.3%, -5.8%, -31.2%, -11.7%, -3.2%, 24.8%, -1.2%
18: Cc1ccc(S(=O)(=O)Nc2nc3ccccc3s2)cc1
    2.4%, -11.8, ?, 9.5%, 0.6%[56.9 µM], -2.5%, -2.1%, -1.5%, 4.8%
19: C(=N\N1CCOCC1)/c1cn(-c2ccccc2)nc1-c1ccccc1
    16.2%, -11.5, -1.3%, 6.5%, 11.5%, -1.4%, -3.9%, 6.5%, -5.9%
20: CN(C)c1ccc2c(c1)OC(N)=C(C#N)C2c1cccc(F)c1 (centres undefined)
    2.3%, 13.1, ., -16.2%, -0.2%, -23.6%, -16.9%, -18.3%, 12.4%
21: COc1ccc(C(=O)SC2=NCCS2)cc1
    ., -6.7, 8.5%, -6.2%, -21.6%, -4.1%, -8.8%, 1.1%, -12.4%
22: Cc1ccc(N2C(=O)N3[C@H](c4ccc(Cl)cc4)[C@@H]4C(=O)N(C5CCCCC5)C(=O)[C@@H]4[C@]3(Cc3ccccc3)C2=O)cc1
    4.6%, -5.0, ?, -15.2%, -13.1%, -4.7%, -19.0%, -2.5%, 18.9%
23: Cc1ccc2c(c1)[C@H]1[C@H](CO2)[C@H](c2ccccc2)[C@]2(C)C(=O)Nc3ccccc3C(=O)N12
    2.8%, -4.6, -8.8%, -9.6%, 2.2%, -0.2%, ., ., 12.9%
24: O=C(Cc1cccc2ccccc12)N1CCCc2ccccc21
    -5.8%, -1.3, 0.0%, -13.5%, 12.4%, -3.9%, ?, 30.9%, -11.6%
25: COC(=O)c1ccc(NC(=O)C(=O)N2CCCC2)cc1
    -16.8%, -1.4, 0.0%, 10.9%, 34.9%, 0.2%, -10.5%, 0.2%, 13.7%
26: COc1ccc(C(=O)Nc2ccc3nc(SCC(=O)N4CCCC4)sc3c2)cc1
    -4.1%, -3.1, -13.5%, 10.7%, -13.9%, -15.7%, -15.0%, ?, .
27: CC(C)Cc1ccc(CN2CCCC(NC(=O)CCN3CCOCC3)C2)cc1 (centres undefined)
    1.5%, -1.4, 0.0%, -28.6%, 10.7%, -8.0%, -17.2%, 0.8%, -10.5%
28: CCOC(=O)C1CCCN(C(=O)C2CCN(S(=O)(=O)N3CCC4(CC3)OCCO4)CC2)C1 (centres undefined)
    ., -6.5, -13.7%, 6.3%, 7.7%, -8.9%[60.1 µM], -4.5%, 11.4%, 2.8%
29: CCCn1nnc2sc3c(c2c1=O)CCC(C)C3 (centres undefined)
    3.3%, -5.5, 0.5%, -9.0%, -7.5%, -8.1%, ?, -1.5%, 0.5%
30: CC(C)(C)OC(=O)C[C@H]1C/C=C\C[C@H](CC(=O)N[C@H](CO)Cc2ccccc2)C(=O)N2CCC[C@@H]2COC1=O
    7.6%, 0.2, -1.7%, -6.6%, -1.7%, 14.2%, ., ., -32.3%
31: Cc1cc(C)n(-c2nc3ccccc3c3nc(C)nn23)n1
    -1.9%, -5.4, 7.7%[57.4 µM], -1.1%, 23.0%, -8.9%, -0.7%, 21.5%, 16.3%
32: O=C(CNCc1ccco1)Nc1ccccc1-n1cccc1
    ., -15.0, ?, -17.2%, -6.0%, 5.3%, -10.0%, 30.3%, -0.9%
33: O=C(c1cccnc1)N1c2ccccc2Sc2ccccc21
    10.9%, -3.2, -0.3%, -18.9%, -39.6%, 4.0%, -14.9%, -12.0%, -11.3%
34: O=C(NNC(=O)c1ccc(-n2cncn2)c([N+](=O)[O-])c1)c1ccccc1
    -14.3%, -6.2, 342.0%[activator], -7.2%, -4.4%, -1.6%, ., ., 11.2%
35: COC(=O)NNC(=O)c1ccccc1OC
    -0.3%, -4.5, 6.6%, -9.2%, 1.1%[11.4 µM], 2.6%, -1.2%, -18.2%, 1.1%
36: Cc1ccsc1/C=N/NC(=O)c1ccncc1
    4.6%, -0.9, 12.1%, -10.4%, -36.0%, -6.6%, 0.3%, 5.3%, 12.4%
37: CCC(=O)OCCNc1nc(-c2ccccc2)nc2ccccc12
    0.8%, -3.4, ?, -19.8%, 3.5%, -15.1%, -19.4%, -20.4%, -8.3%
38: Cc1cc(C2N=C(N)Nc3nc4ccccc4n32)c(C)n1-c1ccccc1Cl (centres undefined)
    ., -9.5, ?, -13.5%, 6.6%, -16.8%, ?, -0.7%, 6.2%
39: CCOC(=O)C(C(=O)OCC)C(Nc1ccc(Br)cc1)c1ccccc1 (centres undefined)
    -1.7%, 0.2, ?, -17.4%, -42.5%, 2.9%, ?, 15.3%, -2.2%
40: Cc1ccc(OCC(=O)NCCNC(=O)c2cccnc2)cc1C
    -0.8%, -2.2, -3.8%, -16.1%, -6.8%, -3.7%, 0.4%, -11.7%, 51.1%[activator]
41: CCOC(=O)c1sc(NC(=O)c2ccc(S(=O)(=O)N3CCCCC3)cc2)nc1-c1ccccc1
    3.5%, -4.9, -0.5%, -14.0%, 1.8%, -4.4%, -4.9%, 8.8%, -10.4%
42: CC(=O)c1cccc(NC(=O)CN(C)Cc2ccc(OC(F)F)cc2)c1
    12.1%, -18.9, -80.0%, 5.1%, -19.7%, -5.3%, -10.1%, 0.8%, 6.3%
43: Cc1ccccc1C(=O)Nc1ccnn1C1CCN(Cc2ccccn2)CC1
    -4.2%, -3.6, 5.8%, -11.2%, -14.4%, -16.5%, -5.0%, 1.4%, -4.0%
44: COc1ccc(N2CCN(Cc3nc(N)nc(Nc4ccc(C)c(Cl)c4)n3)CC2)cc1
    3.3%, 10.4, -22.2%, -24.7%, -23.7%, -25.0%, ?, 1.0%, -6.0%
